KCNH2 3.1 inh: qHTS for Inhibitors of KCHN2 3.1: Mutant qHTS. Potassium voltage-gated channel subfamily H member 2, brain isoform KCNH2 3.1 (human). U2OS KCNH2 3.1, thallium flux FluxOr; hits give low values. activity change, % (tested at about 1.8 µM). AID 720553, 2013. 340,000 compounds, 0.95% hits;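 active = maximum activity change below -70%; inconclusive = maximum activity change from -70% to -50%; inactive = maximum activity change above -50%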;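 also: thallium influx rate constant from kinetic fluorescence after stimulation buffer; % is scaled to controls: 0 for no effect and ±100 for the full control effect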
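FluxOr-based Tl+ influx in U2OS cells transduced with KCNH2 3.1 virus; rate constants normalized to DMSO controls.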
USP2a block: qHTS Assay for Inhibitors of Ubiquitin-specific Protease USP2a Using CHOP2 as the Reporter. Ubiquitin carboxyl-terminal hydrolase 2 (Homo sapiens), O75604. USP2 core, Ub-CHOP2 coupled fluorogenic reporter, 485/531. Potency, µM (top dose mostly 38.3 µM), inactives show top-dose activity change, negative = inhibition, usual class: inhibitors. 330,000 compounds, 0.01% hits;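 also: potency is read from the fitted curve at half-maximal effect; plate controls were DMSO wells for no effect and full inhibition by NEM control for full effect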
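USP2 core (10nM final) preincubated 30min RT with compound in 20mM Tris-HCl pH 8.0, 2mM CaCl2, 2mM beta-mercaptoethanol, 0.05% CHAPS; 25nM Ub-CHOP2 plus 25nM reporter substrate added, fluorescence (Ex485/Em531) read after 60min.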
TCR act: Activators of T cell receptors: qHTS campaign; AID 504894, 2011; primary human leukocytes, anti-CD3, IL-2 HTRF, 48 h; Potency, µM (titrated, usually from 9.22 µM), inactives show top-dose activation of IL-2 secretion, hits mostly activators; 330,000 tested, under 10 active; also: % of control where 0% means no effect
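Human primary leukocytes + a-CD3 beads + cpd, 48 hr; IL-2 in supernatant by HTRF (ex 320nm / em 665nm). No co-stimulatory signal supplied.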
KCNH2 WT inh: qHTS for Inhibitors of KCHN2 3.1: Wildtype qHTS. activity change, % at 1.84 µM. U2OS, BacMam KCNH2, thallium flux FluxOr; hits give low values. 340,000 compounds, 0.37% hits. AID 720551, 2013;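 active = maximum activity change below -70%; inconclusive = maximum activity change between -70% and -50%; inactive = maximum activity change above -50%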; also: % is scaled to controls: 0 for no effect and ±100 for the full control effect
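U2OS cells transduced with wild-type KCNH2 virus are loaded with FluxOr dye for 45 min, and thallium flux is measured in kinetic reads before and after stimulation buffer. Rate constants are normalized to DMSO controls.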
Eya2 inh: qHTS Assay for Inhibitors of the Phosphatase Activity of Eya2. Protein phosphatase EYA2 (Homo sapiens), O00167. recombinant Eya2, OMFP fluorescence dephosphorylation (OMFP is methylfluorescein phosphate). Potency, µM (titrated, usually from 76.9 µM), without a hit: at the top dose activity, negative = inhibition, most hits filed as inhibitors. 330,000 compounds, 0.006% hits; also: potency is read from the fitted curve at half-maximal effect; % is scaled to controls: 0 for no effect and ±100 for the full control effect
Target sequence (O00167 whole entry, looked up): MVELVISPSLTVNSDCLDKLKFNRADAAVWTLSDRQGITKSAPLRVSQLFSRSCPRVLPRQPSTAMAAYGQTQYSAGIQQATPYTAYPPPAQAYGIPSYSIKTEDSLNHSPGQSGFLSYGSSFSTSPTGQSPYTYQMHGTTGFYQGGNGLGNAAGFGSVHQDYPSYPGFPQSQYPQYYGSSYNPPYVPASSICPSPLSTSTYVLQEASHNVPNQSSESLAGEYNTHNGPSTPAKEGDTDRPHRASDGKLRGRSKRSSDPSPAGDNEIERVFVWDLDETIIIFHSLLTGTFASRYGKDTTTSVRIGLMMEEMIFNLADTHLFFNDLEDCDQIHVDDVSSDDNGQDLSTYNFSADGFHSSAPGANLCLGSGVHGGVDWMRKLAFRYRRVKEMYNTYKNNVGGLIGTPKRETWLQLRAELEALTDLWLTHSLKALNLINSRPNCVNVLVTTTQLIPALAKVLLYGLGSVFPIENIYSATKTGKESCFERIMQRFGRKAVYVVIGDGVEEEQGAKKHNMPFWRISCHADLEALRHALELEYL
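Eya2 protein (added as 0.2 uM solution) was preincubated with compound for 10 min at ambient temperature in 50 mM HEPES pH 7.5, 50 mM NaCl, 5 uM MgCl2, 0.05% BSA, 1 mM DTT. OMFP (added at 50 uM) then reacted 10 min; fluorescence read at 485/525 nm.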
TRPV1 ag: HTS Assay for Compounds that Act as Agonists of the Vanilloid Receptor 1. 320,000 compounds, 0.19% hits. activation, % at 8.33 µM. TRPV1-expressing cells, Fluo-8 calcium influx, agonist mode. AID 540275, 2011; in the data active = activation above about 80%; inconclusive = between about 30% and that limit; also: 0% is about no effect
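Fluo-8 calcium influx in TRPV1-expressing cells, kinetic read (ex 480/em 520 nm). Compound added and read 3 min for agonist activity, followed by capsaicin at EC20 final and 2 min further read for enhancement.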
TSHR antagonist: Antagonists of the Thyroid Stimulating Hormone Receptor: HTS campaign. Thyrotropin receptor (Homo sapiens), P16473. TSHR-expressing cells, TSH-stimulated cAMP HTRF, 2 h; hits give low values. activity change, negative = inhibition, % at 11.5 µM. 330,000 compounds, 0.2% hits. AID 504810, 2011;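 active = activity change below a set negative limit, meaning inhibition stronger than a set level, cut at about -70% in these data; inconclusive = activity change between two set negative limits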; also: % is scaled to controls: 0 for no effect and ±100 for the full control effect
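Inhibition of cAMP made by TSHR-expressing cells under TSH stimulation (4nM final, EC80; 2 h, 37 deg C) is quantified with a one-step lysis HTRF kit, anti-cAMP cryptate versus cAMP-d2.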
A-T KAP1 phos: qHTS Assay for Identifying a Potential Treatment of Ataxia-Telangiectasia | […] A-T fibroblasts, KAP-1 phosphorylation AlphaLISA; neocarzinostatin DNA damage 30 min before lysis | Potency, µM (doses to about 57.5 µM), without a hit: at the top dose activation, usual class: activators | 320,000 compounds, 0.19% hits; also: potency is read from the fitted curve at half-maximal effect; % of control where 0% means no effect; nearly all actives have a fitted effect of over 45% in size
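ATM-like activity read as KAP-1 phosphorylation via AlphaLISA donor/acceptor antibody pairs after lysis and 6 hr at 25C. Cells were ATM-null patient fibroblasts ([…], hTERT), dosed 60 min, then exposed to the DSB inducer NCS for 30 min.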
Mito fusion act: qHTS Assay for Small Molecule Inhibitors of Mitochondrial Division or Activators of Mitochondrial Fusion | Potency, µM (highest dose often 46.1 µM), for inactives: top-dose growth rescue (activation), actives largely listed as activators | 320,000 compounds, 0.23% hits | AID 485298, 2010 | S. cerevisiae fusion-defective mutant growth rescue, CellTiterGlo 48 h;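 also: potency is read from the fitted curve at half-maximal effect; % of control where 0% means no effect; nearly all actives have a fitted effect of over 45% in size; temperature-sensitive fusion mutants such as fzo1-1 at 37 °C on non-fermentable ethanol glycerol medium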
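Yeast fusion mutant, YPEG (non-fermentable carbon), compound, 48 h at 37C non-permissive; CellTiterGlo added, 10 min RT, luminescence read. Rescued growth = division inhibition.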
ELG1 DNA repair: qHTS screen for small molecules that inhibit ELG1-dependent DNA repair in human embryonic kidney (HEK293T) cells expressing luciferase-tagged ELG1 | Potency, µM (titrated, usually from 46.1 µM), for inactives: at the highest dose activity change, negative = inhibition, hits mostly inhibitors | HEK293T ELG1-luciferase reporter, luminescence, 16 h; DNA damage induced by 5-fluorouridine | 330,000 compounds, 2.3% hits; also: potency is read from the fitted curve at half-maximal effect; % is scaled to controls: 0 for no effect and ±100 for the full control effect; nearly all actives have a fitted effect of over 55% in size
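DMSO vehicle served as the neutral condition. Each well held 2,000 cells given 5-fluorouridine plus compound; after 16 hr at 37 °C/5% CO2, ONE-Glo was added and luciferase measured 30 min later.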
Active calls of the source: *; u = inconclusive; x = not tested or not shown; [ ] = another dose, or the depositor's remark. Unless noted, calls follow the shape of the dose curve; as a rule, active = well fitted curve in the direction sought with a large enough effect; inconclusive = small, poorly fitted or top-dose-only effect, or another doubt; inactive = no such curve, though single readings can be large; an effect the other way counts as inactive or inconclusive.

Second line of a record – KCNH2 3.1 inh	USP2a block	TCR act	KCNH2 WT inh	Eya2 inh	TRPV1 ag	TSHR antagonist	A-T KAP1 phos	Mito fusion act	ELG1 DNA repair
CCN(CC)S(=O)(=O)c1ccc(S(=O)(=O)Nc2c(C)nn(C)c2C)cc1
→ 0	3%	-5%	9	14%	4	-17	7%	-5%	-15%
CCOC(=O)c1c(/N=C/N(C)C)sc(C=O)c1-c1ccccc1
→ 4	1%	1%	-4	-15%	-2	6	6%	25%	-3%
C/C(=N\OCC(=O)NC(C)C)c1cccs1
→ -8	1%	5%	-18	-2%	1	2	2%	0%	9%
Cc1c(Cl)c([N+](=O)[O-])nn1Cc1ccc(C(=O)Nc2ccc(Cl)cn2)o1
→ 2	-1%	1%[46.1 µM]	-5	-6%	2	-30	-3%	u	u
COC(=O)C1=NN(C(=O)c2ccc(Br)cc2)C(O)(C(C)(C)C)C1 (stereo not drawn)
→ 6	1%	1%	-9	-5%	12	14	-1%	-2%	12%
Cc1ccccc1C(=O)N(C)Cc1ccccc1
→ -2	2%	x	-2	-1%	11	-8	-1%	-3%	-2%
CC(=O)N1c2ccc(S(=O)(=O)N3CCC(C(=O)Nc4cccc(C)c4C)CC3)cc2CC1C (stereo not drawn)
→ 4	3%	0%	-6	-2%	-1	-9	-4%	1%	19%
COc1ccc(N2CCC(CNS(=O)(=O)c3cccc(C(F)(F)F)c3)C2)cc1 (stereo not drawn)
→ -12	-2%	3%	-7	-13%	6	7	-6%	20%	-3%
Cc1cccc(NC(=O)c2cc(S(=O)(=O)N3CCCC3)cn2C)c1
→ -2	5%	-4%	0	-1%	-2	-6	-4%	-4%	-1%
CN1C(=O)C(CC(=O)NC2CCCCC2)N(C)C1=O (stereo not drawn)
→ -20	4%	-5%	0	-2%	1	9	-4%	-5%	11%
O=C(c1ccncc1)c1ccc(N2CCN(C3CC(=O)N(Cc4cccs4)C3=O)CC2)cc1 (stereo not drawn)
→ 4	3%	-4%	15	-12%	7	-7	-1%	-5%	u
CC1CCC2(CC1)NC(=O)N(CC(=O)N(Cc1ccccc1)C(C)(C)C)C2=O (stereo not drawn)
→ -6	0%	6%	-18	15%	0	15	4%	-1%	6%
CCCN(CCC)C(=O)c1cc(S(=O)(=O)N2CCCCC2)c[nH]1
→ 0	0%	4%	-1	-2%	-1	-14	11%	-2%	-3%
COCCn1c(=S)[nH]c2cc(OC)c(OC)cc2c1=O
→ -3	0%	-11%	5	18%	1	-3	5%	-2%	-19%
O=C1C2C3c4ccccc4C(c4ccccc43)C2C(=O)N1c1cccnc1 (stereo not drawn)
→ 2	-1%	0%[46.1 µM]	-2	-13%	13	7	-2%	3%	u
O=C(NC1CC1)c1sccc1-n1cccc1
→ 3	-1%	-3%	-1	1%	-2	-2	0%	1%	13%
Cc1ccc(NC(=O)Cn2ncc3ccccc32)c(Cl)c1
→ -10	4%	3%	-3	-20%	-10	-5	13%	8%	u
O=C(O)CCCC(=O)NS(=O)(=O)c1ccc(Cl)cc1
→ -4	1%	1%	-4	23%	2	6	-3%	0%	10%
Fc1cccc2sc(Nc3nnc(-c4ccccc4)o3)nc12
→ -13	3%	-5%[46.1 µM]	-149*	-4%	-2	-11	x	1%	u
O=S(=O)(Cc1cc(NCc2ccccc2)nc(-c2ccccn2)n1)c1ccccc1
→ -24	-1%	4%	1	-26%	-2	-12	-3%	-1%	u
O=C(CCCOc1ccc(Cl)cc1Cl)NCCc1nnc2ccccn12
→ -23	3%	-6%	-7	-8%	4	2	-5%	2%	28%
CC(=O)NC(c1ccccc1)c1cccnc1 (stereo not drawn)
→ -2	3%	-13%	24	-2%	-1	-5	7%	7%	-4%
CCN(CC)c1ccc(S(=O)(=O)N(CC)CC)cc1NC(=O)c1cccnc1
→ 10	8%	1%	6	-1%	13	-11	-2%	2%	u
COc1cc(C(=O)O/N=C(\N)c2cccc([N+](=O)[O-])c2)cc(OC)c1OC
→ -12	1%	8%	-16	8%	-2	-6	-5%	4%	-16%
COc1ccc(OC)c2c(N3CC(C)OC(C)C3)cc(C(F)(F)F)nc12 (stereo not drawn)
→ -3	-1%	1%	-4	-27%	17	5	8%	28%	u
Cc1cc(C)c(NC(=O)CSc2nc3ncc(Br)cc3[nH]2)c(Cl)c1
→ 4	1%	-1%	3	0%	11	2	1%	-6%	3%
Cn1c2ccccc2c2ncn(CCCN3CCOCC3)c(=O)c21
→ 1	-2%	3%	-5	11%	1	-6	6%	-5%	13%
O=C(O)Cn1c(CCS(=O)(=O)c2ccc(Br)cc2)nc2ccccc21
→ -2	3%	-4%	2	4%	4	-2	2%	7%	17%
CCC1CN(C(=O)Nc2ccc(C)cc2)c2cc(C)ccc2O1 (stereo not drawn)
→ 10	10%	x	2	-2%	u	-13	3%	26%	-8%
Cc1cccc2cc(-c3nc4ccc(C(=O)O)cc4[nH]3)c(=O)oc12
→ 9	4%	-5%	0	-1%	-1	-11	3%	16%	u

Some of the entries so far, field by field:
CC(=O)NC(c1ccccc1)c1cccnc1 (stereo not drawn)
  KCNH2 3.1 inh: -2
  USP2a block: 3%
  TCR act: -13%
  KCNH2 WT inh: 24
  Eya2 inh: -2%
  TRPV1 ag: -1
  TSHR antagonist: -5
  A-T KAP1 phos: 7%
  Mito fusion act: 7%
  ELG1 DNA repair: -4%
CCN(CC)c1ccc(S(=O)(=O)N(CC)CC)cc1NC(=O)c1cccnc1
  KCNH2 3.1 inh: 10
  USP2a block: 8%
  TCR act: 1%
  KCNH2 WT inh: 6
  Eya2 inh: -1%
  TRPV1 ag: 13
  TSHR antagonist: -11
  A-T KAP1 phos: -2%
  Mito fusion act: 2%
  ELG1 DNA repair: u
COc1cc(C(=O)O/N=C(\N)c2cccc([N+](=O)[O-])c2)cc(OC)c1OC
  KCNH2 3.1 inh: -12
  USP2a block: 1%
  TCR act: 8%
  KCNH2 WT inh: -16
  Eya2 inh: 8%
  TRPV1 ag: -2
  TSHR antagonist: -6
  A-T KAP1 phos: -5%
  Mito fusion act: 4%
  ELG1 DNA repair: -16%
COc1ccc(OC)c2c(N3CC(C)OC(C)C3)cc(C(F)(F)F)nc12 (stereo not drawn)
  KCNH2 3.1 inh: -3
  USP2a block: -1%
  TCR act: 1%
  KCNH2 WT inh: -4
  Eya2 inh: -27%
  TRPV1 ag: 17
  TSHR antagonist: 5
  A-T KAP1 phos: 8%
  Mito fusion act: 28%
  ELG1 DNA repair: u

(cont.)
Second line of a record – KCNH2 3.1 inh	USP2a block	TCR act	KCNH2 WT inh	Eya2 inh	TRPV1 ag	TSHR antagonist	A-T KAP1 phos	Mito fusion act	ELG1 DNA repair
N#Cc1nc(COc2ccccc2)oc1N1CCCCC1
→ -2	0%	0%	-3	4%	x	-5	-11%	-5%	u
CC1CN(C(=O)CCNC(=O)c2ccc(Br)cc2)CC(C)O1 (stereo not drawn)
→ 13	2%	-3%	7	-8%	-3	0	3%	-1%	17%
COc1ccc(CCNC(=O)CSc2nc(N)c(C#N)c(-c3cccs3)c2C#N)cc1OC
→ -17	-2%	x	1	-1%	6	-17	5%	1%	u
COc1cccc(-n2c(SC)nnc2-c2c[nH]c3ccccc23)c1
→ 23	1%	4%	-6	25%	x	7	10%	3%	u
Cc1cc(C)n(-c2cccc(Cl)c2)c(=O)c1C#N
→ 11	2%	-3%	-2	6%	0	0	2%	-1%	-1%
COc1ccc(C(=O)N2CCN(CCc3ccccn3)CC2)cc1
→ -99*	0%	-4%	-1	5%	2	-1	6%	10%	4%
Cc1cccc(OCC(=O)OCC(=O)c2c(N)n(C)c(=O)n(C)c2=O)c1
→ -2	1%	6%	5	2%	0	18	2%	0%	0%
Brc1cc2c(cc1CSc1ncccn1)OCO2
→ 10	2%	-2%	-4	4%	-1	-9	2%	22%	u
N#CC12C(N)=NC3(OCCO3)C1(C#N)C1=C(CCC1)NC2c1ccccc1 (stereo not drawn)
→ 5	-30%	-2%	-20	-6%	3	2	11%	-2%	14%
COc1ccc(CC(=O)OCC(=O)NC2CCCCC2)cc1OC
→ 4	3%	9%[46.1 µM]	0	-3%	x	-4	13%	x	-1%

Some of the compounds tested, so the mix of outcomes need not match the whole.
